Screens as filed in PubChem.
PP5 primary: blocks human protein phosphatase 5 activity. P53041. purified PP5c, OMFP substrate fluorescence. inhibition, % at 6.7 µM. actives 0.18% (n = 320,000). AID 1987;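 active means inhibition above the campaign's mean inhibition across all tested compounds plus 3 SD, cut at about 9.5% in these data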;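 further: 0% = DMSO only and 100% = 100 µM cantharidin control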
Fh CTSL1 inh: counter-screen for PFM18AAP inhibitors: inhibitors of F. hepatica cathepsin L1. AID 1906. recombinant F. hepatica cathepsin L1, Z-Leu-Arg-MCA fluorescence. inhibition, % at 5.96 µM. actives 0.49% (n = 300,000);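 active means inhibition above the mean of all tested compounds plus 3 SD, set per screening campaign, cut at about 17% in these data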;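 further: 0% = plate median of test compound wells and 100% = 1 µM Z-Phe-Ala-diazomethylketone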
procasp7 counter: counter-screen for procaspase-3 activators: activators of human procaspase-7 | actives 0.093% (n = 330,000) | recombinant procaspase-7, Ac-DEVD-pNA absorbance 405 nm; D23A/D198A/D206A triple mutant, cannot self-cleave; scale: DMSO 0, 5 µM enzyme 100 | AID 463210 | activation, % at 8.5 µM;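 active means percent activation above the screen-wide mean plus 3 SD, cut at about 25% in these data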
Target sequence (P55210 whole entry D23A/D198A/D206A): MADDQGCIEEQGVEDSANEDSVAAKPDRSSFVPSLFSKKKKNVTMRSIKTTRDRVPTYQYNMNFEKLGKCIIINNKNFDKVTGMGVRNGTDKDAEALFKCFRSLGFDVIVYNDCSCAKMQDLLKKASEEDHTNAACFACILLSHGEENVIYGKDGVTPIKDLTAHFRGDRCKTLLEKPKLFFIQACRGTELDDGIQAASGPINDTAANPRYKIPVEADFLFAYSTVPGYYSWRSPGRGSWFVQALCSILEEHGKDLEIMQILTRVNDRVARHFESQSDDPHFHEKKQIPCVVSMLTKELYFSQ
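System: Procaspase-7 triple mutant (PC-7 D3A); measure: % activation from two-timepoint absorbance difference, scaled to controls; times: 1 h compound preincubation, 2 h substrate cleavage, 25 °C; also added: Ac-DEVD-pNA substrate, 400 µM as added; measured by: Epi-absorbance of released pNA at 405 nm, two timepoints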
procasp3 activ: procaspase-3 (human) activation; actives 0.11% (n = 330,000); activation, % at 8.5 µM; recombinant procaspase-3 D3A, Ac-DEVD-pNA absorbance 405 nm;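 active means activation above the mean of all tested compounds plus 3 SD, cut at about 21% in these data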;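 further: 0% = DMSO alone and 100% = DMSO wells spiked with extra 5 µM PC-3 D3A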
Target sequence (P42574 whole entry D9A/D28A/D175A): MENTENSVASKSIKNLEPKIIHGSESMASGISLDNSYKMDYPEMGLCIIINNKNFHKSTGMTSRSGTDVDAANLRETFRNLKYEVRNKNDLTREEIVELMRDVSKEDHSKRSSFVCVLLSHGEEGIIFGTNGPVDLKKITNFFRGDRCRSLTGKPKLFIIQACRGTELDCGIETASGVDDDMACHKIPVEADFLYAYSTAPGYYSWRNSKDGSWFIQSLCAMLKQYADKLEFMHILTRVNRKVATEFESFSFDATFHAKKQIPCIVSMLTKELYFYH
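Evaluation: percent activation relative to control range; Material: Procaspase-3 D3A mutant, all three cleavage aspartates alanine; Compound: single dose, 8.5 µM nominal compound, 0.8% DMSO; Replication: one well per compound; Signal: absorbance at 405 nm, 0 and 120 min; Schedule: 1 h preincubation plus 2 h reaction at 25 °C.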
JMJD2C inh: human JMJD2C demethylase inhibition. Q9H3R0. GST-JMJD2C(1-420) H3K9me3 demethylation, DELFIA europium. inhibition, % at 2.35 µM. actives 0.069% (n = 330,000). AID 2099;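 active means more than half of a compound's replicate wells show inhibition beyond 50%, single wells judged on their own value; inconclusive means some, but no more than half, of replicates pass 50% inhibition; inactive means no replicate passes 50% inhibition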;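 further: signal counts dimethyl H3K9 product captured on neutravidin plate; 0% = median of DMSO wells and 100% = 0.3 times that DMSO median; strong numbers were not always called active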
Target sequence (Q9H3R0 1-420 limits assumed): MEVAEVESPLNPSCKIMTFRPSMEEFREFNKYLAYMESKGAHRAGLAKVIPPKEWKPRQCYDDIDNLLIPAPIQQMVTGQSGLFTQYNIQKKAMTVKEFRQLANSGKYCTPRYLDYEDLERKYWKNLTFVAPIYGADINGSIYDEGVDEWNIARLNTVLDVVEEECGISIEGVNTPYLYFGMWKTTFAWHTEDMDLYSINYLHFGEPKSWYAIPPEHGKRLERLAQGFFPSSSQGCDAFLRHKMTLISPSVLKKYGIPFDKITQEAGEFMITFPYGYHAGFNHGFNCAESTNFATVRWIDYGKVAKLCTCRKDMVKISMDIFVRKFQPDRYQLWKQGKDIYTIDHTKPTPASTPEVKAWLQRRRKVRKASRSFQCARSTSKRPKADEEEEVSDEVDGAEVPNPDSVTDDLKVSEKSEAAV
PP1 inh: counter-screen for PP5 inhibitors: inhibitors of human PP1-alpha. P62136. purified PP1alpha, OMFP fluorescence. inhibition, % at 6.7 µM. actives 0.9% (n = 320,000);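 active means inhibition above the mean inhibition of all tested compounds plus 3 SD, computed separately for each screening campaign, cut at about 15% in these data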
Efflux pump inh: inhibitors of Candida antifungal efflux pumps expressed in yeast. S. cerevisiae Candida pump triplex, Nile Red efflux. inhibition, % at 10 µM. actives 0.44% (n = 330,000). AID 485275;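 active means plate passing quality check with inhibition over a set limit, or well fluorescence over plate mean plus 4 SD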;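 further: Nile Red retained in pooled yeast measured as flow cytometry median fluorescence; 0% = buffer negative control and 100% = Enniatin B positive control; higher means more Nile Red kept so more efflux inhibition; some compounds called inactive have numbers as strong as hits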
TPT1 inhibitor: blocks Candida albicans tRNA 2'-phosphotransferase; inhibition, % at 5 µM; recombinant caTPT1, FP RNA substrate dephosphorylation; actives 0.81% (n = 300,000);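 active means inhibition above the mean of all tested compounds plus 3 SD, set per screening campaign, cut at about 24% in these data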;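 further: plate controls were DMSO alone for no effect and ferristatin control at 100 nM for full effect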
HCV core dimer: blocks dimerization of HCV core protein | inhibition, % at 5 µM | TR-FRET GST/Flag-core106 dimerization, 1536-well | actives 0.33% (n = 300,000);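 active means inhibition above the mean of all tested compounds plus 3 SD, set per screening campaign, cut at about 45% in these data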
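assay system = GST-tagged and Flag-tagged HCV core protein residues 1-106 | controls = unlabelled core106 and no-GST-core106 wells | incubation = compound-protein-antibody incubation 4 h at 22.5 °C | probe or stimulus = Eu donor and XL665 acceptor anti-tag antibodies | read-out = % inhibition based on acceptor/donor emission ratio | signal = TR-FRET 671 and 617 nm emission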
Active calls of the source: *; ? = inconclusive; / = not tested or not shown.

smiles,PP5 primary,procasp7 counter,procasp3 activ,Efflux pump inh,HCV core dimer,PP1 inh,Fh CTSL1 inh,TPT1 inhibitor,JMJD2C inh
Nc1cccc(-c2csc(-n3ncc(C(=O)O)c3C(F)(F)F)n2)c1,-0.4,4,-1,0.4,-4,0,2,-1,-2
CS(=O)(=O)N1CCCC(C(=O)NCc2ccc(F)cc2)C1 (stereo unspecified),0.9,0,7,0.0,-9,1,1,1,0
CC1CCN(CCc2nc3cc(NC(=O)COc4ccccc4)ccc3n2C)CC1,-2.1,1,8,-0.1,-3,-2,-2,-2,?
C[C@H](CO)N1C[C@H](C)[C@@H](CN(C)S(=O)(=O)c2ccccc2)Oc2c(NC(=O)CCC(F)(F)F)cccc2C1=O,/,4,1,-0.1,/,/,/,/,53*
O=C(NCc1ccc2c(c1)OCO2)c1ccc(CSCc2ccc(Cl)cc2)o1,9.0,13,7,-0.1,-4,1,2,-3,2
O=C(NO)c1ccccc1C(F)(F)F,-2.4,4,2,0.0,5,-4,1,-1,-9
c1ccc(-c2csc(Nc3ccccn3)n2)cc1,5.4,7,5,0.1,7,1,-4,0,-1
CNC(=O)/C(C#N)=C1\SC(Cc2ccc(F)cc2)C(=O)N1c1ccccc1C (stereo unspecified),1.1,6,-1,-0.1,-5,-5,1,-1,-8
O=C(CCCOc1ccc(Cl)cc1)Nc1nncs1,0.3,3,5,0.0,2,0,1,0,-14
COc1ccccc1N1CCN(S(=O)(=O)CCNC(=O)C2CCCC2)CC1,0.0,-1,-11,0.1,-4,1,-3,3,-7
CN(C(=O)C1CCC1C(=O)O)c1nc(-c2ccc(Cl)s2)cs1 (stereo unspecified),1.8,0,-4,0.2,4,3,-1,2,-10
Cc1cccc(C)c1NC(=O)COn1nnc2ccc(C(F)(F)F)cc21,2.1,5,-5,0.1,-2,-5,-5,2,0
O=C(c1cccs1)N1CCN(Cc2ccccc2)CC1,-0.6,-5,-5,-0.1,-8,1,1,-5,12
O=C(Cc1cc(=O)[nH][nH]1)N/N=C/c1cccc2ccccc12,-0.2,2,-10,0.1,0,9,4,3,-8
O=C(CSc1ccc(-c2cccs2)nn1)N1CCCCCC1,0.4,11,9,-0.1,-1,-4,2,-1,-17
C/C=C(\C)CN1CCN(c2cccc(C)c2C)CC1,2.2,-1,-3,0.0,-8,-5,0,0,9
COc1ccc(NC(=S)N2CCN(CCN=CC3=C(O)CC(c4ccccc4)CC3=O)CC2)cc1 (stereo unspecified),1.5,-4,-2,-0.1,-3,0,-4,0,0
O=C(Nc1ccno1)Nc1ccc(Cl)cc1Cl,1.8,8,-11,0.1,0,-1,-4,2,/
O=C(NCCS(=O)(=O)NC1CCCC1)c1ccc(F)cc1,-0.8,19,-2,-0.1,2,-7,-1,2,4
COc1ccc(C)cc1NC(=O)CN(C)S(=O)(=O)c1cnc[nH]1,3.2,4,-11,0.1,5,2,5,0,-39
C/C(=N/NC(=O)c1ccco1)c1ccc(NC(=O)c2ccc(F)cc2)cc1,1.5,-7,-8,0.0,-16,0,1,-4,9
COc1ccc(/C=N\NC(=O)c2ccccc2)cc1COc1ccc(F)cc1,3.3,2,3,0.1,2,-10,8,-1,-4
COc1ccc(C2(CNC(=O)C(c3ccccc3)c3ccccc3)CCOCC2)cc1OC,0.2,0,3,0.0,2,-1,2,-3,7
CCOc1cc(NC(=S)NC)c(OCC)cc1NC(=O)c1ccc(OC)cc1,1.9,-2,4,-0.1,0,0,-3,-2,-3
Cn1c(N)c(C(=O)COC(=O)CNC(=O)c2ccccc2)c(=O)n(C)c1=O,/,6,10,0.0,/,/,/,/,-3
Oc1ccccc1C=NC(c1ccccc1)C(O)c1ccccc1 (stereo unspecified),3.0,-2,5,0.0,5,3,-1,-3,3
Nc1c(C(=O)Nc2ccc3c(c2)OCCO3)nnn1Cc1ccc(Cl)cc1,-0.4,17,-5,-0.1,-2,1,0,-3,-1
CN(CC(=O)NCc1ccncc1)S(=O)(=O)c1ccc(Cl)cc1,-2.5,3,2,0.1,-1,-3,2,1,-11
CCOC(=O)[C@@H]1[C@H]2COc3ccc(Br)cc3[C@@H]2N2C(=O)N(c3ccccc3)C(=O)[C@@]12C,-0.6,-5,8,0.0,14,-8,1,3,-3
Cc1ccccc1OCC(=O)Nc1ccc2c(c1)COC2=O,-0.3,-6,-4,0.0,-10,-4,0,0,9
Cc1c(Cl)cccc1NC(=S)N/N=C/c1ccccc1Cl,0.0,0,3,-0.1,11,-2,7,0,2
O=C(Nc1ccn(Cc2ccccc2)n1)c1ccc2c(c1)OCO2,-0.9,-8,4,0.0,-5,2,4,-4,-5
O=C(NCCCCNC(=O)c1cccnc1)c1cccnc1,3.4,3,2,0.0,3,-3,-3,-2,4
Cc1ccc(S(=O)(=O)/N=C(\c2ccccc2)N(C)S(=O)(=O)c2ccc(C)cc2)cc1,1.9,5,-14,0.1,8,1,2,4,-13
COc1cc(OC)c(C(=O)Nc2cccc(C(C)=O)c2)cc1OC,3.1,-1,0,0.1,-3,1,4,0,1
Cc1cc(C=O)c(C)n1-c1ccc(Oc2ccc([N+](=O)[O-])cn2)cc1,3.9,12,7,0.1,2,0,0,5,-5
COc1cc(CC(=O)N(C)CC(=O)Nc2ccc(Cl)c(C(F)(F)F)c2)cc(OC)c1OC,4.4,0,-9,-0.4,-3,0,-2,-2,1
CCN(CC)C(=O)CSc1nnc(-c2ccc(O)cc2)n1CC1CCCO1 (stereo unspecified),0.4,4,2,0.2,-2,-2,2,-1,25
CSc1ccc(Cl)c(C(=O)N(C)CC(=O)Nc2ccc(N3CCOCC3)cc2)c1,1.0,6,9,-0.1,1,-4,4,-4,-2
Cc1ccc(C(=O)C2=C(O)C(=O)N(Cc3cccnc3)C2c2ccc(Cl)cc2)o1 (stereo unspecified),2.5,-49,-14,0.1,9,16*,1,7,11

Printed as active in JMJD2C inh, among the entries above:
structure | PP5 primary | procasp3 activ | Efflux pump inh | HCV core dimer | TPT1 inhibitor | JMJD2C inh
C[C@H](CO)N1C[C@H](C)[C@@H](CN(C)S(=O)(=O)c2ccccc2)Oc2c(NC(=O)CCC(F)(F)F)cccc2C1=O | / | 1 | -0.1 | / | / | 53*

The results go on.
smiles,PP5 primary,procasp7 counter,procasp3 activ,Efflux pump inh,HCV core dimer,PP1 inh,Fh CTSL1 inh,TPT1 inhibitor,JMJD2C inh
C/C(=N/NC(=O)CSc1nc2ccccc2n1C)c1ccco1,2.7,0,-5,0.0,1,1,-3,-3,3
CC(=O)Nc1ccc(S(=O)(=O)NCc2nnnn2-c2ccc(Cl)cc2)cc1,0.5,12,3,-0.1,2,-4,-2,2,4
Cc1ccc(S(=O)(=O)NC(CC(C)C)C(=O)Nc2ccncc2)cc1 (stereo unspecified),-2.2,-2,4,0.2,-2,-3,3,-2,1
O=C(Nc1ccc(N2CCCCC2)c(Cl)c1)c1ccc2c(c1)OCCO2,2.8,-6,6,0.0,7,2,-1,1,-26
Cc1ccc(-c2ccc(C(=O)NCc3ccc(Cl)cc3)o2)c2ccccc12,3.3,-20,-27,0.1,22,9,8,1,1
C=CCn1cnc2c(nnn2-c2ccc(Cl)cc2)c1=O,-1.1,6,4,0.1,2,-3,0,-1,6
O=C(c1ccco1)c1nnn(Cc2ccccc2)c1-c1ccccc1,2.3,-2,0,0.2,6,5,-1,4,-38
CC(=O)N1c2ccc(S(=O)(=O)N(C)Cc3ccccc3)cc2CC1C (stereo unspecified),0.3,-2,15,0.0,1,0,0,-1,19
Cc1ccc(C)c2[nH]c(=O)c(CCNC(=O)c3ccco3)cc12,2.9,-8,4,-0.1,-8,-3,6,-1,8
O=C(CN(C(=O)CNC(=O)c1ccco1)c1ccc(F)cc1)NC1CCCCC1,-1.5,0,6,-0.3,7,-4,0,0,-13
COc1cc(OC)cc(-c2cc(N)n(S(=O)(=O)Cc3ccccc3)n2)c1,-1.3,-2,1,-0.2,-2,-5,-1,-2,-3
Cc1ccc(NC(=O)CSc2nc(N)cc(=O)[nH]2)cc1Cl,-4.6,5,-1,-0.1,-5,-3,0,1,0
Cc1c(C=Nc2ccc(S(=O)(=O)N(C)C)cc2)c(O)[nH]c(=O)c1C#N,-0.1,8,-13,-0.1,-7,-3,5,-2,22
COc1ccc(CCNC(=O)C(=O)Nc2ccc3nc4n(c(=O)c3c2)CCCCC4)cc1OC,1.4,0,-3,0.1,-4,-2,1,0,4
COc1cccc(/C=N/NC(=O)c2cnccn2)c1O,0.0,8,6,0.0,0,3,-3,1,-1
CC(C)C(NC(=O)c1ccccc1)C(=O)OCn1nnc2ccccc2c1=O (stereo unspecified),-0.8,-3,9,0.0,/,0,/,/,-6
O=C(c1ccc(S(=O)(=O)N2CCCCC2)cc1)N1CCCC(C(F)(F)F)C1 (stereo unspecified),4.8,-6,4,0.1,-3,-10,2,-1,6
Nc1ccc2nn(-c3cc([N+](=O)[O-])ccc3O)nc2c1,1.1,-8,-5,0.0,33,1,3,-1,6
Cc1c(C)c2ccc(OCC(=O)Nc3ccc(N4CCC(C)CC4)cc3)cc2oc1=O,1.4,-6,1,0.0,20,5,2,-1,18
C/C(=N\NC(=O)c1cccnc1)c1nnn(-c2nonc2N)c1C,-3.2,-4,5,0.0,-1,-1,4,3,8
CCN(Cc1ccccc1)S(=O)(=O)CCNC(=O)c1ccc(OC)cc1,0.3,7,3,0.2,1,-6,-1,2,?
O=C(CCn1cnc(-c2ccccc2)c1-c1ccccc1)N/N=C/c1ccccc1O,2.7,-21,-18,0.4,6,1,0,0,0
O=C(O)c1cc(-c2ccc3c(c2)OCO3)nc2ccccc12,2.8,6,1,0.0,5,-6,1,2,1
Cc1ccc(C(=O)NC(C)C2CCCO2)o1 (stereo unspecified),1.3,-2,2,-3.2,0,-3,2,-3,-4
[2H]C([2H])(CCOS(N)(=O)=O)c1ccccc1,2.5,6,5,-0.1,-14,-3,-3,1,-3
CCc1cccc2c(C(=O)C(NC(C)CC)c3ccccc3)c[nH]c12 (stereo unspecified),2.9,-1,15,-0.2,-9,-1,0,1,-7
COc1ccc(NC(C)=O)cc1S(=O)(=O)Nc1cccc(S(=O)(=O)NC2=NCCC2)c1,2.1,4,5,-0.1,/,1,/,/,12
